DAX1 inh-1: DAX1 (NR0B1) inhibitors, primary screen, cell-based, HEK293, Gal4-DAX1, luciferase luminescence; Nuclear receptor subfamily 0 group B member 1 (Homo sapiens), P51843; HEK293 Gal4-DAX1 luciferase reporter; inhibition, % at 6.75 µM; hit rate 0.99% among 340,000; AID 504766, 2011;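 active = inhibition above the mean over all tested compounds plus 3 SD, cut at about 4.2% in these data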;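 also: 0% = DAX1-transfected cells with DMSO and 100% = empty-vector control cells with DMSO; inhibition shows as a rise in luminescence from relieved DAX1 repression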
sPLA2-III inh: human group III sPLA2 inhibitors, primary screen, biochemical, QFRET, BODIPY PC-A2 liposome substrate | QFRET BODIPY PC-A2 liposome hydrolysis, fluorescence | inhibition, % at 12.2 µM | hit rate 0.56% among 370,000;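 active = inhibition above mean plus 3 SD of compounds lying within the high and low control bounds, cut at about 19% in these data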;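 also: 0% = median of test compound wells and 100% = no enzyme DMSO wells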
Target sequence (Q9NZ20 whole entry, looked up): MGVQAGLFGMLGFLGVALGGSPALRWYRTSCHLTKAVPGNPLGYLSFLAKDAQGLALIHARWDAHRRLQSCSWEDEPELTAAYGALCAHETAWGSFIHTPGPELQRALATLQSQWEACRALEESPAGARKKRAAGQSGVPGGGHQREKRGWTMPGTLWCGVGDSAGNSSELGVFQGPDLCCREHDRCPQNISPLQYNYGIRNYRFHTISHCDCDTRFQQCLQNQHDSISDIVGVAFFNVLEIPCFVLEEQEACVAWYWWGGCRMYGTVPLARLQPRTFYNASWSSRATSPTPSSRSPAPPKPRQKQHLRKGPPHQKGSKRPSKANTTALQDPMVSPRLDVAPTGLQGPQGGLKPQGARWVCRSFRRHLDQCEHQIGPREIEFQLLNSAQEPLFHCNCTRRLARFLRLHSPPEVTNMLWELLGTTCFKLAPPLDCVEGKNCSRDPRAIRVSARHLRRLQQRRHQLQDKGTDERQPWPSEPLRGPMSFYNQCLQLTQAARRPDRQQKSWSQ
PG9 binder: binders of HIV-1 gp120 antibody PG9, primary screen, biochemical, TR-FRET. inhibition, % at 6.7 µM. TR-FRET gp120-PG9 antibody binding. hit rate 0.43% among 360,000; in the data active = inhibition above about 8.5%
ssDAF-12 act: S. stercoralis DAF-12 nuclear receptor activators, primary screen, cell-based, luminescence, HEK293, GRIP1 co-expression, lit1-tk-luc. Nuclear hormone receptor DAF-12 (Strongyloides stercoralis). HEK293 ssDAF-12/GRIP1 lit1-tk-luc reporter; % of 3 µM dafachronic acid response. hit rate 1% among 370,000. activation, % at 6.8 µM;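 active = activation above the mean over all tested compounds plus 3 SD, cut at about 0.9% in these data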;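 also: 0% = DMSO-only wells and 100% = 3 µM delta7-dafachronic acid wells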
GAA850 FXN act: FXN promoter activators, primary screen, cell-based, luciferase luminescence, HEK293 lucGAA850; HEK293 lucGAA850 FXN promoter luciferase reporter, 24 h; percent of 10 µM SAHA response; activation, % at 6 µM; hit rate 0.56% among 360,000; AID 540364, 2011;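 active = activation above the average of all compounds screened plus 3 SD, cutoff fixed separately per campaign, cut at about 7.5% in these data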;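 also: 0% = DMSO wells and 100% = 10 µM SAHA wells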
DAX1 inh-2: DAX1 (NR0B1) inhibitors on StAR promoter, primary screen, cell-based, luminescence, SF-1 (NR5A1), full-length DAX-1; HEK293T StAR-luciferase reporter, SF-1/DAX-1 repression relief; inhibition, % at 6.8 µM; hit rate 1.1% among 370,000; AID 652010, 2013;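 active = inhibition above the mean over all tested compounds plus 3 SD, cut at about 3.6% in these data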;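 also: 0% = DAX-1 cells with DMSO and 100% = cells lacking DAX-1 with DMSO; higher inhibition means more luminescence from relief of DAX-1 repression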
Rev-erbA mod: modulators of Rev-erb alpha DNA binding, primary screen, biochemical, FITC-DNA, fluorescence polarization, uHTS. Nuclear receptor subfamily 1 group D member 1 (Homo sapiens), P20393. Rev-erbα–FITC-DNA binding, 90 min. activity, % at 10 µM. hit rate 0.79% among 370,000. AID 1259318, 2017;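 active = activity above about 14%, limit read from the data; passing the limit was not always enough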;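 also: 0% = DMSO wells with 35 nM protein and 100% = DMSO wells with 750 nM protein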
Target sequence (P20393 whole entry, looked up): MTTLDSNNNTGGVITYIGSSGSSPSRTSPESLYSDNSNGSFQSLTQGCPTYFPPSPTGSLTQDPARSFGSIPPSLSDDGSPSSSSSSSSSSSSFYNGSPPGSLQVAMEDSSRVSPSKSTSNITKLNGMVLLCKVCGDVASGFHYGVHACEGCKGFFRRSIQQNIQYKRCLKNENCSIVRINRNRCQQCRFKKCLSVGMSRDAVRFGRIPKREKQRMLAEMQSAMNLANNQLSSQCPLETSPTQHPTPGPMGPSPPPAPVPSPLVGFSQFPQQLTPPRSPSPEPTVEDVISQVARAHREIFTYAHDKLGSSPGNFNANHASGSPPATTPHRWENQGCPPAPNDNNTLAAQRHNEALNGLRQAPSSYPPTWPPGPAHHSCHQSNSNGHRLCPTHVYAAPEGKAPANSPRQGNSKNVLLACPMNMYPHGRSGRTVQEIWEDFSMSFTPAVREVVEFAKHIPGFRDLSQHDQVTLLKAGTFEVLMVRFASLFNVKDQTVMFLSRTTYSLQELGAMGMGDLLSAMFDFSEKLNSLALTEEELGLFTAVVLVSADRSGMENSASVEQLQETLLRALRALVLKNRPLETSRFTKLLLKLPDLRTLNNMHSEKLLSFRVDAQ
SMARCA2 act: SMARCA2 (BRM) function activators, primary screen, cell-based, luminescence, high throughput | hit rate 1% among 370,000 | activation, % at 9.1 µM | AID 652017, 2013 | MG213 cells, MMTV-luciferase reporter, dexamethasone, overnight; in the data active = activation above about 7.8%;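 also: 0% = vehicle wells and 100% = reference activator wells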
hgDAF12 agonist: H. glycines DAF-12 receptor agonists, primary screen, cell-based, luminescence, HEK293, GAL4 fusion, UAS-luciferase | AID 687014, 2013 | Nuclear hormone receptor DAF-12 (Heterodera glycines), GAL4 fusion | HEK293 GAL4-hgDAF12 UAS-luciferase reporter, agonist luminescence; normalized to butyrate control | activation, % at 6.8 µM | hit rate 1.8% among 370,000;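 active = activation above a cutoff set at the mean of all screened compounds plus 3 SD, cut at about 10% in these data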;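 also: 0% = DMSO wells and 100% = sodium butyrate wells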
hcDAF-12 act: H. contortus DAF-12 nuclear receptor activators, primary screen, cell-based, luminescence, HEK293, lit1-tk-luc reporter. HEK293 hcDAF-12 lit1-tk-luc reporter; 0% DMSO, 100% Δ7-dafachronic acid. activation, % at 6.8 µM. hit rate 1.4% among 370,000. AID 652067, 2013;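 active = activation above the mean of all tested compounds plus 3 SD, cut at about 5.5% in these data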;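 also: 100% = response to 3 µM Δ7-dafachronic acid high control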
PLC-beta3 inh: human PLC-beta3 inhibitors, primary screen, biochemical, fluorescence; hit rate 0.18% among 370,000; inhibition, % at 12.2 µM; 1-phosphatidylinositol 4,5-bisphosphate phosphodiesterase beta-3 (Homo sapiens), Q01970; Purified PLC-beta3, fluorogenic substrate; in the data active = inhibition above about 11%;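 also: 0% = median of compound wells on plate and 100% = full blocker control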
* = called active by the depositor.

`O=C(NCC1CCCCC1)C1CCN(C(=O)NC2CCCCC2)CC1` gave DAX1 inh-1 0.4, sPLA2-III inh 5, PG9 binder 3.3, ssDAF-12 act -1.5, GAA850 FXN act -1.4, DAX1 inh-2 0.1, Rev-erbA mod 5, SMARCA2 act -3, hgDAF12 agonist -0.9, hcDAF-12 act -0.9 and PLC-beta3 inh -2.
Screening O=C(NNC(=O)C1CCN(Cc2ccc(F)cc2Cl)CC1)Nc1ccc([N+](=O)[O-])cc1 returned DAX1 inh-1 -0.5, sPLA2-III inh -23, PG9 binder 2.3, ssDAF-12 act -1.6, GAA850 FXN act -2.0, DAX1 inh-2 -0.4, Rev-erbA mod -1, SMARCA2 act -2, hgDAF12 agonist -0.5, hcDAF-12 act -1.6 and PLC-beta3 inh 7.
CSc1ncnc2c1ccn2CC(=O)Nc1ccc(C)c(C)c1 was read as DAX1 inh-1 0.6, sPLA2-III inh -4, PG9 binder 1.8, ssDAF-12 act -0.8, GAA850 FXN act 2.2, DAX1 inh-2 -0.5, Rev-erbA mod 1, SMARCA2 act 1, hgDAF12 agonist -0.1, hcDAF-12 act -1.4 and PLC-beta3 inh -1.
COCCCNC(=O)c1c[nH]c2ccc(S(=O)(=O)N3CCC4(CC3)OCCO4)cc2c1=O was read as DAX1 inh-1 0.4, sPLA2-III inh 2, PG9 binder -1.5, ssDAF-12 act -1.1, GAA850 FXN act -0.1, DAX1 inh-2 0.2, Rev-erbA mod 4, SMARCA2 act 3, hgDAF12 agonist -2.2, hcDAF-12 act -1.8 and PLC-beta3 inh 0.
Screening O=S1(=O)CC(O)C(NCc2cccnc2)C1 (stereo not given) returned DAX1 inh-1 0.9, sPLA2-III inh 11, PG9 binder 0.2, ssDAF-12 act -1.0, GAA850 FXN act -0.9, DAX1 inh-2 0.0, Rev-erbA mod -4, SMARCA2 act -3, hgDAF12 agonist 0.8, hcDAF-12 act -0.5 and PLC-beta3 inh -3.
`C=CCN1C(=O)c2ccc(C(=O)NCC(=O)Nc3c(C)cc(C)cc3C)cc2C1=O` gave DAX1 inh-1 -0.3, sPLA2-III inh -3, PG9 binder 0.0, ssDAF-12 act -0.8, GAA850 FXN act -0.9, DAX1 inh-2 -0.7, Rev-erbA mod -2, SMARCA2 act -2, hgDAF12 agonist 1.1, hcDAF-12 act 1.9 and PLC-beta3 inh -6.
`Cc1ccc(S(=O)(=O)N(CCC#N)CCN2CCCC2)cc1` gave DAX1 inh-1 -0.2, sPLA2-III inh -4, PG9 binder 1.8, ssDAF-12 act -1.3, GAA850 FXN act -1.7, DAX1 inh-2 -0.2, Rev-erbA mod -1, SMARCA2 act -1, hgDAF12 agonist -0.6, hcDAF-12 act -2.3 and PLC-beta3 inh -2.
CCn1ncc(C2C(C(=O)Nc3ccc(C)cn3)=C(C)NC3=C2C(=O)CCC3)c1C (stereo not given) was read as DAX1 inh-1 0.8, sPLA2-III inh 13, PG9 binder 1.6, ssDAF-12 act -0.7, GAA850 FXN act 2.6, DAX1 inh-2 -0.5, Rev-erbA mod -4, SMARCA2 act -3, hgDAF12 agonist 3.1, hcDAF-12 act -2.2 and PLC-beta3 inh -222.
CCOc1ccc(-n2c(SCC(=O)c3ccc4ccccc4c3)nnc2-c2ccc(OC)cc2)cc1 was read as sPLA2-III inh 7, ssDAF-12 act -1.4, DAX1 inh-2 -0.5, Rev-erbA mod -1, SMARCA2 act 1, hgDAF12 agonist -0.4, hcDAF-12 act 0.4 and PLC-beta3 inh 1.
Screening CC1CCC(NC(=O)C2CCN(S(=O)(=O)c3ccc4nc5c(c(C(=O)O)c4c3)CC(C)CC5)CC2)CC1 (stereo not given) returned DAX1 inh-1 0.9, sPLA2-III inh 2, PG9 binder 2.0, ssDAF-12 act -0.7, GAA850 FXN act -1.2, DAX1 inh-2 -0.9, Rev-erbA mod 2, SMARCA2 act 0, hgDAF12 agonist 0.5, hcDAF-12 act 1.8 and PLC-beta3 inh -12.
Screening O=C(c1ccc(N2CCCC2=O)cc1)N1CCN(c2ccccc2Cl)CC1 returned DAX1 inh-1 -0.3, sPLA2-III inh -4, PG9 binder -0.9, ssDAF-12 act -1.4, GAA850 FXN act 1.5, DAX1 inh-2 1.2, Rev-erbA mod -5, SMARCA2 act -1, hgDAF12 agonist -2.5, hcDAF-12 act -2.6 and PLC-beta3 inh -1.
For Cn1cnnc1SCc1ccc(C(=O)n2ncc(C#N)c2N)cc1 the results were DAX1 inh-1 0.3, sPLA2-III inh 1, PG9 binder -2.2, ssDAF-12 act -0.7, GAA850 FXN act 0.1, DAX1 inh-2 0.1, Rev-erbA mod 0, SMARCA2 act -2, hgDAF12 agonist 2.6, hcDAF-12 act -0.3 and PLC-beta3 inh 0.

Next part; the last 2 above are carried over.
Screening O=C(c1ccc(N2CCCC2=O)cc1)N1CCN(c2ccccc2Cl)CC1 returned DAX1 inh-1 -0.3, sPLA2-III inh -4, PG9 binder -0.9, ssDAF-12 act -1.4, GAA850 FXN act 1.5, DAX1 inh-2 1.2, Rev-erbA mod -5, SMARCA2 act -1, hgDAF12 agonist -2.5, hcDAF-12 act -2.6 and PLC-beta3 inh -1.
For Cn1cnnc1SCc1ccc(C(=O)n2ncc(C#N)c2N)cc1 the results were DAX1 inh-1 0.3, sPLA2-III inh 1, PG9 binder -2.2, ssDAF-12 act -0.7, GAA850 FXN act 0.1, DAX1 inh-2 0.1, Rev-erbA mod 0, SMARCA2 act -2, hgDAF12 agonist 2.6, hcDAF-12 act -0.3 and PLC-beta3 inh 0.
Screening COc1ccc(OC)c(S(=O)(=O)NC(C)(C)C)c1 returned DAX1 inh-1 -0.2, sPLA2-III inh 1, PG9 binder -0.8, ssDAF-12 act -0.9, GAA850 FXN act -1.3, DAX1 inh-2 0.0, Rev-erbA mod -7, SMARCA2 act -1, hgDAF12 agonist -1.1, hcDAF-12 act -0.9 and PLC-beta3 inh 10.
`CC1Cc2ccccc2N1C(=O)CSc1nnc(C2CC2)n1C` (stereo not given) gave DAX1 inh-1 0.2, sPLA2-III inh 4, PG9 binder -0.6, ssDAF-12 act -0.8, GAA850 FXN act 0.5, DAX1 inh-2 -0.5, Rev-erbA mod -3, SMARCA2 act 1, hgDAF12 agonist -1.2, hcDAF-12 act -1.5 and PLC-beta3 inh -2.
`O=C(Nc1ccccc1Cc1ccccc1)c1ccncc1` gave DAX1 inh-1 -0.5, sPLA2-III inh 5, PG9 binder -3.5, ssDAF-12 act -0.9, GAA850 FXN act 0.9, DAX1 inh-2 1.1, Rev-erbA mod 2, SMARCA2 act -3, hgDAF12 agonist -0.1, hcDAF-12 act -2.6 and PLC-beta3 inh -6.
For Cc1ccc(S(=O)(=O)N2CCN(c3ccc([N+](=O)[O-])c(Sc4nncn4C)c3)CC2)cc1 the results were DAX1 inh-1 -0.8, sPLA2-III inh -9, PG9 binder 1.7, ssDAF-12 act -0.9, GAA850 FXN act 5.1, DAX1 inh-2 -0.3, Rev-erbA mod 2, SMARCA2 act 0, hgDAF12 agonist -0.4, hcDAF-12 act -0.5 and PLC-beta3 inh 4.
N=c1n(CCN2CCCCC2)c2ccccc2n1CC(O)c1ccco1 (stereo not given) was read as DAX1 inh-1 5.1*, sPLA2-III inh 21*, PG9 binder 1.7, ssDAF-12 act -1.5, GAA850 FXN act -2.2, DAX1 inh-2 1.1, Rev-erbA mod -6, SMARCA2 act 0, hgDAF12 agonist -0.3, hcDAF-12 act 1.9 and PLC-beta3 inh -9.
`N#CCC(=O)Nc1ccc(C(=O)OCC(=O)Nc2cccc(C(F)(F)F)c2)cc1` gave DAX1 inh-1 -0.5, sPLA2-III inh -55, PG9 binder 0.3, ssDAF-12 act -0.6, GAA850 FXN act -0.4, DAX1 inh-2 -0.1, Rev-erbA mod 0, SMARCA2 act 0, hgDAF12 agonist 2.3, hcDAF-12 act -2.3 and PLC-beta3 inh -8.
Screening CCSC1=N/C(=C\c2ccc(C)s2)C(=O)S1 returned DAX1 inh-1 -1.1, sPLA2-III inh 0, PG9 binder -1.6, ssDAF-12 act -0.9, GAA850 FXN act 0.5, DAX1 inh-2 0.4, Rev-erbA mod 2, SMARCA2 act 0, hgDAF12 agonist 1.7, hcDAF-12 act 0.6 and PLC-beta3 inh -2.
O=C(CN1CCOCC1)Nc1c(-c2ccccc2)c2cc(Br)ccc2[nH]c1=O was read as DAX1 inh-1 -0.1, sPLA2-III inh 1, PG9 binder 0.5, ssDAF-12 act -1.5, GAA850 FXN act -1.2, DAX1 inh-2 -0.3, Rev-erbA mod 2, SMARCA2 act -3, hgDAF12 agonist -2.0, hcDAF-12 act -2.2 and PLC-beta3 inh 3.
`CCCCCCC12C(=Cc3cc(C)ccc31)c1ccccc1C(CC(=O)NCc1ccccc1)N2C(=O)OC` (stereo not given) gave sPLA2-III inh 9, PG9 binder -0.4, ssDAF-12 act -0.5, DAX1 inh-2 0.0, Rev-erbA mod -2, SMARCA2 act -9, hgDAF12 agonist -0.7, hcDAF-12 act 0.8 and PLC-beta3 inh -13.
`COc1ccccc1NC(=O)CSc1nc2[nH]ncc2c(=O)[nH]1` gave DAX1 inh-1 0.6, sPLA2-III inh 4, PG9 binder -1.9, ssDAF-12 act -1.0, GAA850 FXN act 1.6, DAX1 inh-2 1.3, Rev-erbA mod -5, SMARCA2 act 4, hgDAF12 agonist 0.2, hcDAF-12 act 0.2 and PLC-beta3 inh 1.
`O=C(COC(=O)CCC(=O)c1cccs1)Nc1ccc(F)c(F)c1F` gave DAX1 inh-1 1.3, sPLA2-III inh 0, PG9 binder 0.3, ssDAF-12 act -0.7, GAA850 FXN act -0.2, DAX1 inh-2 0.1, Rev-erbA mod 4, SMARCA2 act -1, hgDAF12 agonist 0.1, hcDAF-12 act -0.2 and PLC-beta3 inh -5.
For Cc1ccccc1-c1cccc([C@@H]2C[C@H]3[C@H](CON3C)CN2S(=O)(=O)c2ccccc2C)c1 the results were DAX1 inh-1 -0.4, sPLA2-III inh -3, PG9 binder -4.3, ssDAF-12 act -2.0, GAA850 FXN act 0.4, DAX1 inh-2 -0.5, Rev-erbA mod -1, SMARCA2 act -2, hgDAF12 agonist -0.9, hcDAF-12 act -1.0 and PLC-beta3 inh 1.
`CC1Oc2ccccc2N(CC(=O)N2CCc3ccccc32)C1=O` (stereo not given) gave DAX1 inh-1 -0.9, sPLA2-III inh 3, PG9 binder -0.5, ssDAF-12 act -0.6, GAA850 FXN act 0.4, DAX1 inh-2 -0.4, Rev-erbA mod 1, SMARCA2 act -1, hgDAF12 agonist -2.2, hcDAF-12 act 0.7 and PLC-beta3 inh -2.
